Mtb BioA inh: M. tuberculosis BioA enzyme inhibitors, primary screen, biochemical, plate reader, single point, HTS. inhibition, % at 9.99 µM. AID 602481, 2012. purified M. tuberculosis BioA enzyme. 7,8-diaminopelargonic acid synthase BioA (Mycobacterium tuberculosis). actives 0.096% (n = 360,000); in the data active = inhibition above about 40%
* = called active by the depositor. A portion of the library; count on the stated rates, not on these rows.

SMILES	Mtb BioA inh
C[C@H](CO)N1C[C@H](C)[C@@H](CN(C)C(=O)Nc2ccc(F)cc2)Oc2ncc(C3=CCCC3)cc2C1=O	2.1
COc1cccc(S(=O)(=O)N[C@@H]2C=C[C@@H](CC(=O)NCc3ccc(Cl)cc3)O[C@H]2CO)c1	-1.6
Cc1noc(C)c1NC(=O)Nc1cccc2c1O[C@@H](CN(C)C(=O)NC1CCCCC1)[C@H](C)CN([C@H](C)CO)C2=O	-1.2
CCNC(=O)[C@H]1[C@H](CO)[C@H]2Cn3c(ccc(-c4cccc(F)c4)c3=O)[C@H]2N1CC1CCOCC1	2.2
Cc1ccc(S(=O)(=O)Nc2cccc3c2O[C@@H](CN(C)C(=O)NC2CCCCC2)[C@H](C)CN([C@H](C)CO)C3=O)cc1	-0.2
C/C=C/c1ccc([C@@H]2[C@@H](CO)N(C(C)=O)[C@H]2CN(CC(C)C)C(C)=O)cc1	4.0
C=CCNC(=O)[C@H]1[C@@H]2C(=O)O[C@@H](c3ccccc3)[C@@H](c3ccccc3)N2[C@@H](c2ccc(O)cc2)[C@]12C(=O)N(C(=O)OCCOC)c1ccc(C#CCC(C(=O)OC)C(=O)OC)cc12	0.2
CCCC#Cc1ccc([C@H]2[C@H](CO)N3CCCCN(S(=O)(=O)CC)C[C@@H]23)cc1	-1.6
COc1ccc(S(=O)(=O)Nc2ccc3c(c2)C(=O)N([C@@H](C)CO)C[C@H](C)[C@H](CN(C)S(C)(=O)=O)O3)cc1	-9.5
C[C@@H]1CN([C@H](C)CO)S(=O)(=O)c2ccc(-c3ccccc3)cc2O[C@@H]1CN(C)C(=O)C1CCCCC1	1.8
Cc1noc(C)c1NC(=O)Nc1ccc2c(c1)CC(=O)N([C@H](C)CO)C[C@H](C)[C@@H](CN(C)Cc1ccncc1)O2	6.0
C[C@H](CO)N1C[C@H](C)[C@H](CN(C)Cc2ccc(C(F)(F)F)cc2)Oc2ccc(NC(=O)Nc3ccccc3)cc2C1=O	-3.3
O=C(Nc1ccc2c(c1)[C@H]1C[C@H](CC(=O)N3CCOCC3)O[C@H](CO)[C@H]1O2)Nc1ccccc1F	1.5
CCCNC(=O)N1C[C@H](C)[C@@H](OC)CN(C)C(=O)c2ccc(NC(=O)CC)cc2OC[C@H]1C	-0.4
C[C@H](CO)N1C[C@H](C)[C@@H](CN(C)Cc2ccc(Cl)c(Cl)c2)Oc2c(NC(=O)Nc3ccc4c(c3)OCO4)cccc2C1=O	-0.1
COc1ccc(NC(=O)Nc2ccc3c(c2)C(=O)N([C@@H](C)CO)C[C@H](C)[C@H](CN(C)Cc2ccc(-c4ccccc4)cc2)O3)cc1	-1.3
COc1ccc(S(=O)(=O)N(C)C[C@@H]2OCCCC[C@@H](C)Oc3ccc(NC(=O)CCC(F)(F)F)cc3C(=O)N([C@H](C)CO)C[C@@H]2C)cc1	-0.3
CCCC(=O)Nc1ccc2c(c1)OC[C@H](C)N(Cc1cccc(F)c1)C[C@@H](C)[C@H](OC)CN(C)C2=O	1.0
CC(C)NC(=O)N1[C@H](CO)[C@@H]2c3ccccc3N(C(=O)Nc3ccc(Cl)cc3)C[C@@H]21	-2.9
C[C@H]1CN([C@@H](C)CO)C(=O)c2cccc(NS(=O)(=O)c3ccc(F)cc3)c2O[C@@H]1CN(C)C(=O)NC1CCCCC1	0.4

Reprinted from the part before: 2 compounds; new compounds follow.
SMILES	Mtb BioA inh
CC(C)NC(=O)N1[C@H](CO)[C@@H]2c3ccccc3N(C(=O)Nc3ccc(Cl)cc3)C[C@@H]21	-2.9
C[C@H]1CN([C@@H](C)CO)C(=O)c2cccc(NS(=O)(=O)c3ccc(F)cc3)c2O[C@@H]1CN(C)C(=O)NC1CCCCC1	0.4
COc1ccc(-c2cnc3c(c2)C(=O)N([C@H](C)CO)C[C@@H](C)[C@H](CN(C)C(=O)C2CCC2)O3)cc1	-1.2
Cc1noc(C)c1S(=O)(=O)Nc1ccc2c(c1)C(=O)N([C@H](C)CO)C[C@@H](C)[C@H](CN(C)C(=O)Cc1ccccc1)OCCCC[C@@H](C)O2	4.2
Cc1ccc(S(=O)(=O)Nc2ccc3c(c2)C(=O)N([C@@H](C)CO)C[C@H](C)[C@H](CN(C)C(=O)Cc2ccccc2)OCCCC[C@H](C)O3)cc1	0.5
CO[C@H]1CC[C@@H]2CCN(C)C(=O)CC3(CCCCC3)CN(C)C(=O)c3cc(C#N)ccc3OC[C@@H]1O2	5.8
C[C@H]1CN([C@@H](C)CO)S(=O)(=O)c2ccc(C#CC3CC3)cc2O[C@H]1CN(C)Cc1ccccc1F	-1.4
C[C@H]1CN([C@@H](C)CO)C(=O)Cc2cc(NC(=O)CCN3CCOCC3)ccc2O[C@@H]1CN(C)Cc1ccc(C(F)(F)F)cc1	-0.5
CS(=O)(=O)Nc1ccc2c(c1)[C@H]1C[C@@H](CC(=O)NCc3ccc(Oc4ccccc4)cc3)O[C@H](CO)[C@H]1O2	-1.4
C[C@@H]1CN([C@H](C)CO)C(=O)c2cc(NS(C)(=O)=O)ccc2O[C@@H](C)CCCCO[C@@H]1CN(C)C	-3.6
C[C@@H]1CN([C@H](C)CO)C(=O)c2cc(NC(=O)Nc3ccc4c(c3)OCO4)ccc2O[C@@H](C)CCCCO[C@H]1CN(C)S(=O)(=O)c1ccccc1	-1.4
C[C@H]1CN([C@@H](C)CO)C(=O)CCCn2nncc2CO[C@H]1CN(C)C	-0.5
Cc1ccc(S(=O)(=O)N[C@@H]2C=C[C@H](CC(=O)NCCc3ccncc3)O[C@@H]2CO)cc1	1.2
COc1ccc(NC(=O)Nc2ccc3c(c2)C(=O)N([C@H](C)CO)C[C@H](C)[C@@H](CN(C)CC2CC2)OCCCC[C@@H](C)O3)cc1	-0.5
CO[C@@H]1CN(C)C(=O)c2cc(NC(=O)Nc3ccccc3F)ccc2OC[C@@H](C)N(C(=O)Nc2ccccc2F)C[C@H]1C	0.0
CCNC(=O)C[C@@H]1CC[C@H]2[C@H](COc3ccc(NC(=O)Nc4ccc(F)cc4)cc3C(=O)N2C)O1	-0.3
C/C=C/c1ccc([C@H]2[C@H]3CN(C(=O)Nc4ccc(OC)cc4)CCCCN3[C@H]2CO)cc1	-4.0
CO[C@@H]1CN(C)C(=O)c2ccc(NC(=O)c3cc(C)on3)cc2OC[C@@H](C)N(C)C[C@@H]1C	3.3
COc1ccc(S(=O)(=O)Nc2ccc3c(c2)C(=O)N([C@H](C)CO)C[C@@H](C)[C@H](CN(C)C(=O)Nc2ccccc2)OCCCC[C@@H](C)O3)cc1	-5.5
C[C@@H]1CN([C@@H](C)CO)C(=O)c2cc(NC(=O)Cc3ccccc3)ccc2O[C@@H]1CN(C)S(=O)(=O)c1ccccc1	0.0
C[C@@H]1CN([C@H](C)CO)S(=O)(=O)c2ccc(C#Cc3cccnc3)cc2O[C@H]1CN(C)CC1CCCC1	0.1
Cc1noc(C)c1NC(=O)Nc1ccc2c(c1)C(=O)N([C@@H](C)CO)C[C@@H](C)[C@H](CN(C)C(=O)Nc1c(C)noc1C)O2	1.5
O=C(C[C@@H]1C=C[C@H](NC(=O)Nc2ccc(F)cc2)[C@@H](CO)O1)NCCN1CCCC1	-2.4
CCCC(=O)Nc1ccc2c(c1)OC[C@@H](C)N(CCC)C[C@H](C)[C@@H](OC)CN(C)C2=O	2.1
C[C@@H]1CN([C@@H](C)CO)C(=O)c2cccc(NC(=O)Nc3ccccc3)c2O[C@H]1CN(C)C(=O)Nc1ccc(C(F)(F)F)cc1	0.5
O=C(C[C@@H]1C=C[C@H](NS(=O)(=O)c2ccccc2F)[C@@H](CO)O1)NCCCN1CCOCC1	-1.2
CO[C@H]1CN(C)C(=O)c2ccc(NS(=O)(=O)c3ccccc3)cc2OC[C@@H](C)NC[C@H]1C	0.2
COc1cccc(S(=O)(=O)Nc2ccc3c(c2)[C@H]2C[C@@H](CC(=O)N(C)C)O[C@@H](CO)[C@H]2O3)c1	0.0
O=C(C[C@H]1CC[C@H]2[C@@H](COC[C@@H](O)CN2C(=O)Nc2cccc(F)c2)O1)NCCCN1CCOCC1	3.7
COc1ccccc1NC(=O)N1C[C@H](O)COC[C@H]2O[C@H](CC(=O)N3CCC(Cc4ccccc4)CC3)CC[C@@H]21	0.1
Cc1ccc(-c2ccc([C@H]3[C@@H](CO)N4CCCCN(C(=O)Nc5ccccc5)C[C@H]34)cc2)cc1	-1.9
C[C@H](CO)N1C[C@H](C)[C@@H](CN(C)C(=O)C2CCC2)Oc2cc(C#CCN(C)C)ccc2S1(=O)=O	-0.6
C[C@H](CO)N1C[C@H](C)[C@@H](CN(C)C(=O)c2ccccc2)Oc2ncc(C3=CCCCC3)cc2C1=O	3.2
CN(C)C(=O)[C@H]1[C@H](CO)[C@H]2Cn3c(ccc(-c4cccnc4)c3=O)[C@@H]1N2C(=O)NC1CCCC1	36
C[C@@H]1CN([C@H](C)CO)C(=O)c2cccc(NC(=O)c3nc4ccccc4s3)c2O[C@H]1CN(C)S(=O)(=O)c1cn(C)cn1	-1.0
CN1C(=O)c2cc(NS(C)(=O)=O)ccc2OC[C@@H]2O[C@H](CC(=O)O)CC[C@@H]21	5.1
O=C(C1CCC1)N1CCCCN2[C@@H](CO)[C@H](c3ccc(-c4ccncc4)cc3)[C@@H]2C1	-0.6
C[C@@H]1CCCCO[C@H](CN(C)C(=O)C2CCCCC2)[C@H](C)CN([C@@H](C)CO)C(=O)c2cc(N(C)C)ccc2O1	-1.9
C[C@H](CO)N1C[C@H](C)[C@@H](CN(C)C(=O)c2cccc(F)c2)Oc2cc(C#CC3CC3)ccc2S1(=O)=O	-0.4
C[C@H](CO)N1C[C@H](C)[C@@H](CN(C)C(=O)C2CCC2)Oc2cc(C#C[C@@H](C)O)ccc2S1(=O)=O	1.1
CCCN(C)C[C@@H]1Oc2cc(C#Cc3ccc(OC)cc3)ccc2S(=O)(=O)N([C@H](C)CO)C[C@@H]1C	-0.4
O=C(Cc1ccncc1)N[C@H]1CC[C@@H](CCn2cc(-c3ccccc3F)nn2)O[C@H]1CO	5.0
COc1ccc(NC(=O)N(C)C[C@@H]2Oc3ncc(C#C[C@@H](C)O)cc3C(=O)N([C@@H](C)CO)C[C@@H]2C)cc1	-1.0
O=C(C[C@@H]1C[C@H]2c3cc(NC(=O)Nc4ccccc4F)ccc3O[C@H]2[C@@H](CO)O1)NC1CCCCC1	-3.4
C[C@@H]1CN([C@H](C)CO)C(=O)c2cc(NC(=O)Cc3ccccc3)ccc2O[C@@H](C)CCCCO[C@H]1CN(C)C(=O)Nc1ccccc1	1.0
C[C@H](CO)N1C[C@H](C)[C@@H](CN(C)C(=O)NC2CCCCC2)Oc2c(NC(=O)C3CCOCC3)cccc2C1=O	-1.7
C[C@@H]1CN([C@H](C)CO)C(=O)c2cc(NC(=O)Nc3ccc(C(F)(F)F)cc3)ccc2O[C@@H](C)CCCCO[C@@H]1CN(C)C(=O)Cc1ccccc1	-0.5
COc1ccc(C#Cc2ccc([C@@H]3[C@@H](CO)N4CCCCN(C(=O)Cc5cccnc5)C[C@H]34)cc2)cc1	2.2
CCCC#Cc1ccc([C@H]2[C@H](CO)N3CCCCN(S(=O)(=O)c4ccccc4C)C[C@@H]23)cc1	-1.3
C[C@H]1CCCCO[C@@H](CN(C)CC2CCCCC2)[C@@H](C)CN([C@@H](C)CO)C(=O)c2cc(NC(=O)Nc3ccc(C(F)(F)F)cc3)ccc2O1	0.7
COC(=O)C(CC#Cc1ccc2c(c1)[C@]1(C(=O)N2)[C@H](c2ccccc2OCCO)N2[C@H](c3ccccc3)[C@H](c3ccccc3)OC(=O)[C@H]2[C@@H]1C(=O)N1CCN(c2ncccn2)CC1)C(=O)OC	-2.6
C[C@@H]1CN([C@@H](C)CO)S(=O)(=O)c2ccc(C#CC3(O)CCCC3)cc2O[C@H]1CN(C)C(=O)Nc1ccc(F)cc1	4.2
C[C@H]1CN([C@@H](C)CO)C(=O)Cc2cc(NC(=O)NC3CCCCC3)ccc2O[C@@H]1CN(C)C(=O)NC1CCCCC1	-0.7
CS(=O)(=O)Nc1ccc2c(c1)[C@@H]1C[C@@H](CC(=O)NCc3ccccn3)O[C@H](CO)[C@@H]1O2	-0.9
Cc1noc(C)c1NC(=O)N(C)C[C@H]1OCCCC[C@H](C)Oc2ccc(NC(=O)c3ccccc3)cc2C(=O)N([C@@H](C)CO)C[C@H]1C	0.3
N#C[C@@H]1[C@@H](c2ccc(C3=CCCCC3)cc2)[C@@H](CO)N1C(=O)Cc1ccncc1	0.2
COCC(=O)N(C[C@@H]1N[C@@H](CO)[C@@H]1c1ccc(-c2cccnc2)cc1)C(C)C	-1.7
Cc1ccc(-c2ccc3c(c2)O[C@@H](CN(C)Cc2ccccn2)[C@H](C)CN([C@H](C)CO)S3(=O)=O)cc1	1.0
C[C@@H]1CN([C@@H](C)CO)C(=O)Cc2cc(N(C)C)ccc2O[C@H]1CN(C)Cc1ccccc1	2.1
O=C(C[C@@H]1CC[C@H](NC(=O)Nc2ccc3c(c2)OCO3)[C@@H](CO)O1)NCCCN1CCOCC1	-1.1

Some of these compounds in order of count of non-hydrogen atoms, low to high:
SMILES	Mtb BioA inh
C[C@H]1CN([C@@H](C)CO)C(=O)CCCn2nncc2CO[C@H]1CN(C)C	-0.5
CCCC#Cc1ccc([C@H]2[C@H](CO)N3CCCCN(S(=O)(=O)CC)C[C@@H]23)cc1	-1.6
CCNC(=O)C[C@@H]1CC[C@H]2[C@H](COc3ccc(NC(=O)Nc4ccc(F)cc4)cc3C(=O)N2C)O1	-0.3
C[C@@H]1CN([C@H](C)CO)S(=O)(=O)c2ccc(C#Cc3cccnc3)cc2O[C@H]1CN(C)CC1CCCC1	0.1
COc1ccccc1NC(=O)N1C[C@H](O)COC[C@H]2O[C@H](CC(=O)N3CCC(Cc4ccccc4)CC3)CC[C@@H]21	0.1
COc1ccc(S(=O)(=O)Nc2ccc3c(c2)C(=O)N([C@H](C)CO)C[C@@H](C)[C@H](CN(C)C(=O)Nc2ccccc2)OCCCC[C@@H](C)O3)cc1	-5.5
